Screening data (PubChem BioAssay)
TEAD-YAP block: TEAD-YAP interaction inhibition, primary screen, TEAD-YAP interaction inhibitor project, luminescence, HEK-TIYL cells; TEAD-Gal4/YAP UAS-luciferase luminescence; inhibition, % at 9.12 µM; 640,000 compounds, 1.4% hits; AID 1259422, 2018; in the data active = inhibition above about 32%;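 note: 0% = median of test compound wells and 100% = reference inhibitor wells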
GPR151 ag: activators of human GPR151, primary screen, cell-based, PathHunter beta-arrestin, luminescence. G-protein coupled receptor 151 (Homo sapiens), Q8TDV0. PathHunter beta-arrestin GPR151 cells. activation, % at 11.2 µM. 650,000 compounds, 1% hits. AID 1508602, 2020; in the data active = activation above about 4.9%;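 note: 0% = median of compound wells and 100% = cells with positive control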
Target sequence (Q8TDV0 whole entry, looked up): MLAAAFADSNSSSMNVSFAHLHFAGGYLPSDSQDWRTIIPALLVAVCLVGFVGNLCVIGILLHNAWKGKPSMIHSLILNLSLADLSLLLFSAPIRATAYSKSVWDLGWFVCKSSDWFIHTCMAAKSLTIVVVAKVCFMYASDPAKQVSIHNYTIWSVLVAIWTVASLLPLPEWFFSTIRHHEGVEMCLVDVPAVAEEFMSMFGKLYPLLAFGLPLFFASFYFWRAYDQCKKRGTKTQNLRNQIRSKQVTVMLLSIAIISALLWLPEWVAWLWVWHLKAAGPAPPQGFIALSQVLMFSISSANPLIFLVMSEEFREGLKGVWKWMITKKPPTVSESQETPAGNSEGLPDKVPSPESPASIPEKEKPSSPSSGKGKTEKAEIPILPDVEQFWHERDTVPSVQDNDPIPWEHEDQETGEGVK
FBW7 activator: FBW7 E3 ligase activators, primary screen, biochemical, AlphaScreen, human | normalized activity (activation), % at 26.1 µM | AlphaScreen FBW7–phospho-cyclin E peptide binding, activator screen | 650,000 compounds, 0.13% hits; in the data active = normalized activity above about 1.9%;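 note: purified mutant Fbw7 with reduced substrate affinity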
Target sequence (Q969H0 whole entry, looked up): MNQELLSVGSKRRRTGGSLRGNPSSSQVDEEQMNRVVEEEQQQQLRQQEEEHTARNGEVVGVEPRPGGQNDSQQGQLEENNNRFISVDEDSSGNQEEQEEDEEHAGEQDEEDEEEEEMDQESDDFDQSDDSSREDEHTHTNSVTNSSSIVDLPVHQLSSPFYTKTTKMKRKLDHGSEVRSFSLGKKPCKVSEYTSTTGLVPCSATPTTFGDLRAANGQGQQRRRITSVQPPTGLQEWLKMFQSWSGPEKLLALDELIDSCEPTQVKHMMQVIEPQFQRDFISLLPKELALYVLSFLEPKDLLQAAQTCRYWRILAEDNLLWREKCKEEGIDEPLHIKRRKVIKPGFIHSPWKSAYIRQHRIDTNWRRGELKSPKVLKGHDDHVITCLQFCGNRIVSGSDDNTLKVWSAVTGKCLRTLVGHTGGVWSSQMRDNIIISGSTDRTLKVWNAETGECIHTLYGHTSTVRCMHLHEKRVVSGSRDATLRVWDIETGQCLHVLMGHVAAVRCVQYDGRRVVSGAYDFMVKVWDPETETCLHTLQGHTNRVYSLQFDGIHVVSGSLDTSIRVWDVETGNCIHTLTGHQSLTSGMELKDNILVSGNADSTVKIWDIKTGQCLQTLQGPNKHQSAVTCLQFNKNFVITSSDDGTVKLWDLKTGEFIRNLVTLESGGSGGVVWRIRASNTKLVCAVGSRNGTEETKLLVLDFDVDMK
MITF inh: MITF inhibitors, primary screen, biochemical, AlphaScreen, human. AlphaScreen MITF homodimerization, bead proximity signal. inhibition, % at 2.6 µM. 650,000 compounds, 0.91% hits. AID 1259374, 2018; in the data active = inhibition above about 50%;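 note: 0% = vehicle wells with protein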
The depositor's hits bear a star; & = joins results of further samples. The order is random, and some 3.5% of all compounds hit somewhere here.

A first look (3 entries):
Screening CCCCCCSC1=C(C#N)C2(CCCC2)C(C#N)C(=O)N1 (stereo unspecified) returned TEAD-YAP block 8, GPR151 ag -0.3, FBW7 activator 0.2 and MITF inh -1.
CCCOc1ccc(/C=C2\C(=O)NN(c3ccccc3)C2=O)cc1 was read as TEAD-YAP block -4, GPR151 ag 1.9, FBW7 activator 0.0 and MITF inh 1.
C#CCOc1ccc(/C=C2/NC(=O)N(Cc3ccc(F)cc3)C2=O)cc1OC was read as TEAD-YAP block 24, GPR151 ag -0.6, FBW7 activator -0.1 and MITF inh 5.

The whole of this part, previewed entries included:
Screening CCCCCCSC1=C(C#N)C2(CCCC2)C(C#N)C(=O)N1 (stereo unspecified) returned TEAD-YAP block 8, GPR151 ag -0.3, FBW7 activator 0.2 and MITF inh -1.
CCCOc1ccc(/C=C2\C(=O)NN(c3ccccc3)C2=O)cc1 was read as TEAD-YAP block -4, GPR151 ag 1.9, FBW7 activator 0.0 and MITF inh 1.
C#CCOc1ccc(/C=C2/NC(=O)N(Cc3ccc(F)cc3)C2=O)cc1OC was read as TEAD-YAP block 24, GPR151 ag -0.6, FBW7 activator -0.1 and MITF inh 5.
O=C1C2C3C=CC(CC3)C2C(=O)N1Cc1ccc(I)cc1 (stereo unspecified) was read as TEAD-YAP block 14, GPR151 ag -0.6, FBW7 activator -0.1 and MITF inh 6.
`C=Cc1ccc(Cn2c(C(=O)O)c(CNCc3ccco3)c3ccccc32)cc1` gave TEAD-YAP block 14, GPR151 ag -0.4, FBW7 activator 0.1 and MITF inh 7.
Screening COc1cccc(C2(NC(=O)c3cnn4c(C)cc(C)nc34)CCCC2)c1 returned TEAD-YAP block -8, GPR151 ag 0.9, FBW7 activator 0.5 and MITF inh -6.
`O=C1NC(=O)C(Cc2ccc(-n3cccn3)cc2)S1` (stereo unspecified) gave TEAD-YAP block -5, GPR151 ag -1.2, FBW7 activator -0.2 and MITF inh 0.
CC(=O)c1cccc(N2C(=O)C3C4C=CC(C4)C3(C)C2=O)c1 (stereo unspecified) was read as TEAD-YAP block 5, GPR151 ag 0.0, FBW7 activator 0.1 and MITF inh -5.
Cc1cc(/C=N/NC(=O)c2ccncc2)c(C)n1-c1ccccc1 was read as TEAD-YAP block -15, GPR151 ag -0.1, FBW7 activator 0.2 and MITF inh 21.
For Cc1cccc(C(=O)Nc2ccc3oc(-c4ccc(N(C)C)cc4)nc3c2)c1 the results were TEAD-YAP block -14, GPR151 ag -0.9, FBW7 activator -0.1 and MITF inh 4.
Screening COC(=O)c1ccc(NSc2ccccc2[N+](=O)[O-])cc1 returned TEAD-YAP block -2, GPR151 ag -0.6, FBW7 activator -0.2 and MITF inh 7.
Cc1cc(C)c(C#N)c(SCC(=O)NC23CC4CC(CC(C4)C2)C3)n1 was read as TEAD-YAP block 3, GPR151 ag 1.5, FBW7 activator -0.1 and MITF inh 0.
Screening Cc1c(Cl)cccc1NC(=O)c1cn(C)nn1 returned TEAD-YAP block -7, GPR151 ag 0.6, FBW7 activator 0.9 and MITF inh 16.
Screening Cc1ccc2c(c1)/C(=C/c1ccccc1)c1cccnc1-2 returned TEAD-YAP block 7, GPR151 ag 4.6, FBW7 activator -0.2 and MITF inh 6.
`O=C(Nc1ccc2ccccc2c1)c1cccnc1` gave TEAD-YAP block -30, GPR151 ag -2.6, FBW7 activator 0.1 and MITF inh -11.
`S=C(NCCCN1CCOCC1)Nc1cccc(Cl)c1` gave TEAD-YAP block 4, GPR151 ag -0.1, FBW7 activator 0.5 and MITF inh 7.
For COCc1[nH]nc2c1C(c1ccc(OCCN3CCOCC3)c(OC)c1)C(C#N)=C(N)O2 (stereo unspecified) the results were TEAD-YAP block 24, GPR151 ag -0.1, FBW7 activator -0.1 and MITF inh -3.
`O=C(CSCc1ccccn1)Nc1ccccc1` gave TEAD-YAP block -19, GPR151 ag -0.5, FBW7 activator 0.5 and MITF inh 13.
CC1=CCC(C(=O)O)C(c2ccc(Br)cc2)C1 (stereo unspecified) was read as TEAD-YAP block 2, GPR151 ag 0.4, FBW7 activator 0.0 and MITF inh -7.
Screening COc1cccc(-n2nc(C(=O)NC3CCCC(C)C3C)c3ccccc3c2=O)c1 (stereo unspecified) returned TEAD-YAP block -2, GPR151 ag 2.9, FBW7 activator -0.2 and MITF inh 8.

Continued; it opens with the three that closed the last part.
`O=C(CSCc1ccccn1)Nc1ccccc1` gave TEAD-YAP block -19, GPR151 ag -0.5, FBW7 activator 0.5 and MITF inh 13.
CC1=CCC(C(=O)O)C(c2ccc(Br)cc2)C1 (stereo unspecified) was read as TEAD-YAP block 2, GPR151 ag 0.4, FBW7 activator 0.0 and MITF inh -7.
Screening COc1cccc(-n2nc(C(=O)NC3CCCC(C)C3C)c3ccccc3c2=O)c1 (stereo unspecified) returned TEAD-YAP block -2, GPR151 ag 2.9, FBW7 activator -0.2 and MITF inh 8.
`O=C1CCC(CCNCc2ccncc2)N1Cc1ccc(OC(F)(F)F)cc1` (stereo unspecified) gave TEAD-YAP block 17, GPR151 ag -1.0, FBW7 activator -0.1 and MITF inh 13.
Screening O=C(c1ccc(Br)s1)N1CCc2ccccc21 returned TEAD-YAP block -3, GPR151 ag -4.2, FBW7 activator 0.8 and MITF inh 5.
Screening C#CCCCO/N=C1/[C@H]2CCn3c(=O)n(Cc4cc5c(cc4Cl)OCO5)c(=O)n3[C@H]2[C@H](O)[C@@H]2O[C@H]12 returned GPR151 ag -0.1, FBW7 activator 0.1 and MITF inh 20.
Screening N=C1/C(=C/c2ccc(SC3CCCCC3)o2)C(=O)N=C2SC=CN12 returned TEAD-YAP block -13, GPR151 ag 0.1, FBW7 activator 0.7 and MITF inh 10.
`CCCNC(=O)c1ccc2nc(-c3ccc(OC)cc3)sc2c1` gave TEAD-YAP block -19, GPR151 ag 11*, FBW7 activator 0.1 and MITF inh 5.
For COc1ccc(C)cc1NC(=O)CN(c1ccc(Cl)cc1C)S(C)(=O)=O the results were TEAD-YAP block 3, GPR151 ag -0.7, FBW7 activator 0.5 and MITF inh 20.
Cc1cccc(OCC(=O)NCCc2ccccc2)c1C was read as TEAD-YAP block -8, GPR151 ag -0.7, FBW7 activator 0.5 and MITF inh -37.
For Cc1ccc(NC(=O)Cn2c(=O)/c(=C/c3ccc(N(C)C)cc3)s/c2=C\C#N)cc1 the results were TEAD-YAP block 3, GPR151 ag 0.1, FBW7 activator 0.0 and MITF inh 7.
Screening Cc1ccc(NC(=O)CSc2ccsc2[N+](=O)[O-])cc1 returned TEAD-YAP block 2, GPR151 ag 4.0, FBW7 activator 0.6 and MITF inh 23.
`CCOc1ccc(C(=O)OCC(=O)N2CCCCC2)cc1` gave TEAD-YAP block -4, GPR151 ag -1.0, FBW7 activator -0.1 and MITF inh -6.
Screening O=S(=O)(c1ccccc1)N1CCC(N2CCCCC2)CC1 returned TEAD-YAP block 3, GPR151 ag -1.8, FBW7 activator 0.4 and MITF inh 4.
Cc1ccc(NC(=O)Cn2cnc3sc(C(=O)NC4CCCC(C)C4C)c(C)c3c2=O)cc1Cl (stereo unspecified) was read as TEAD-YAP block 2, GPR151 ag 1.0, FBW7 activator 0.1 and MITF inh 1.
COc1cccc(NC(=O)C2C3C=CC4(O3)C2C(=O)N(C2CCCCC2)C4C(=O)NC2CCCCC2)c1 (stereo unspecified) was read as TEAD-YAP block 3, GPR151 ag 2.1, FBW7 activator 0.5 and MITF inh 8.
`COC(=O)c1ccc2c(=O)n(CCC3=CCCCC3)c(=S)[nH]c2c1` gave TEAD-YAP block -6, GPR151 ag -1.3, FBW7 activator 0.0 and MITF inh 1.
For O=S(=O)(c1ccc(NC(=S)N2CCCCC2CO)cc1)N1CCOCC1 (stereo unspecified) the results were TEAD-YAP block 4, GPR151 ag -0.2, FBW7 activator 0.1 and MITF inh 6.
For O=C1CCC(CCNCc2cc3c(cc2Cl)OCO3)N1Cc1cccc(F)c1 (stereo unspecified) the results were TEAD-YAP block 4, GPR151 ag -1.1, FBW7 activator -0.3 and MITF inh 6.
O=C(NNC(=S)NC(=O)C12CC3CC(CC(C3)C1)C2)c1ccncc1 was read as TEAD-YAP block -7, GPR151 ag 1.3, FBW7 activator 0.1 and MITF inh 12.
`COc1ccc(NC(=O)CNC(=O)Cn2cnc3sc4c(c3c2=O)CCCC4)cc1Cl` gave TEAD-YAP block -2, GPR151 ag 0.2, FBW7 activator 0.0 and MITF inh -2.
`Cc1ccc2c(c1)-c1c(cnn1CC(=O)NCCCN1CCCCC1C)CO2` (stereo unspecified) gave TEAD-YAP block 5, GPR151 ag 1.1, FBW7 activator 0.0 and MITF inh -1.
Nc1nnc(CSCc2cccc(Br)c2)s1 was read as TEAD-YAP block -3, GPR151 ag 0.9, FBW7 activator -0.2 and MITF inh -19.
`COC(=O)c1cc(OC)c(OC)cc1NC(=O)C(C)Sc1ccc(C)cc1` (stereo unspecified) gave TEAD-YAP block 5, GPR151 ag 1.4, FBW7 activator 0.1 and MITF inh -1.
For c1ccc(Nc2nc(NCc3cccnc3)nc3c2ncn3-c2ccsc2)cc1 the results were TEAD-YAP block -32, GPR151 ag -0.2, FBW7 activator 0.0 and MITF inh 12.
Cn1c(=N)n(CC(=O)C23CC4CC(CC(C4)C2)C3)c2ccccc21 was read as TEAD-YAP block -39, GPR151 ag -1.3, FBW7 activator 0.3 and MITF inh 22.
Cc1cc(C)cc(C(=O)NCC(=O)N2CCC(C(N)=O)CC2)c1 was read as TEAD-YAP block 1, GPR151 ag -0.2, FBW7 activator 0.0 and MITF inh -5.
Screening Cc1nc(NCc2cccn2-c2nccs2)sc1-c1ccn(C2CCOC2)n1 (stereo unspecified) returned TEAD-YAP block -6, GPR151 ag 1.1, FBW7 activator 0.0 and MITF inh -1.
COc1cc(/C=C2/NC(=O)NC2=O)cc(Cl)c1OCc1ccc(C(=O)O)cc1 was read as TEAD-YAP block -10, GPR151 ag 0.8, FBW7 activator -0.3 and MITF inh -6.
Cc1cc(CC(=O)O)n(C)c1C(=O)c1ccc(Cl)cc1 was read as TEAD-YAP block -9, GPR151 ag 3.5&-1.5, FBW7 activator 0.5&-0.1 and MITF inh -12&-1.
`CCCCCn1c(SCc2ccc(C)cc2)nc2c1c(=O)[nH]c(=O)n2C` gave TEAD-YAP block -7, GPR151 ag -1.1, FBW7 activator 0.0 and MITF inh 4.
`CCOC(=O)N1CCC(NC(=O)CC2C(=O)NCCN2Cc2ccccn2)CC1` (stereo unspecified) gave TEAD-YAP block -8, GPR151 ag -1.0, FBW7 activator -0.2 and MITF inh 16.
`Cc1cc(Cl)ccc1NC(=O)CSC1CC(=O)N(c2ccccc2)C1=O` (stereo unspecified) gave TEAD-YAP block 9, GPR151 ag 0.2, FBW7 activator 0.1 and MITF inh 10.
COc1ccc(S(=O)(=O)NCCc2csc(-c3ccccc3)n2)cc1OC was read as TEAD-YAP block 3, GPR151 ag -0.2, FBW7 activator 0.1 and MITF inh -13.
`CCCN1C(=O)c2cc(C(=O)Nc3ccc(OCC)cc3)ccc2C1O` (stereo unspecified) gave TEAD-YAP block 1, GPR151 ag -0.6, FBW7 activator 0.1 and MITF inh 2.
For CCc1ccc(N2C(=O)C(Cl)=C(Cl)C2=O)cc1 the results were TEAD-YAP block -7, GPR151 ag -0.3, FBW7 activator -0.1 and MITF inh 13.
Screening O=C1NC2(CCCC2)C(=O)N1CCS(=O)(=O)Oc1ccc(Br)cc1 returned TEAD-YAP block 1, GPR151 ag -0.1, FBW7 activator -0.1 and MITF inh 3.
`CCc1cc(C)cc(OCCOc2ccc(/C=C3/C(=N)N4N=C(C(C)C)SC4=NC3=O)cc2OC)c1` gave TEAD-YAP block 10, GPR151 ag 1.1, FBW7 activator 0.0 and MITF inh -3.
O=C1OC(/C=C/c2ccc(Cl)cc2Cl)=NC/1=C\c1ccccc1C(F)(F)F was read as TEAD-YAP block 2, GPR151 ag 0.0, FBW7 activator 0.0 and MITF inh 5.
Screening CN(C)c1cccc(Nc2ccc(-n3cc(CC(=O)NCCc4ccc(O)cc4)c4ccccc43)nn2)c1 returned TEAD-YAP block -9, GPR151 ag -0.1, FBW7 activator -0.1 and MITF inh 12.
For Cc1cccc(C)c1N=C1S/C(=C\c2ccc(-c3ccc(F)cc3)o2)C(=O)N1c1ccccc1 the results were TEAD-YAP block 1, GPR151 ag 0.2, FBW7 activator -0.1 and MITF inh 4.
Screening O=C(CN(Cc1ccccc1)C(=O)c1cnsn1)NC1CCCCC1 returned TEAD-YAP block 3, GPR151 ag 0.5, FBW7 activator 0.2 and MITF inh 9.
`Cc1nc2ccc(N=Cc3ccccc3[N+](=O)[O-])cc2s1` gave TEAD-YAP block 1, GPR151 ag -0.3, FBW7 activator -0.1 and MITF inh 4.
Screening CCCCN(CC)C(=O)/C=C/c1ccccc1[N+](=O)[O-] returned TEAD-YAP block 5, GPR151 ag 1.7, FBW7 activator 0.0 and MITF inh 6.
CCOc1ccccc1/C=C1\N=C(c2ccc(OC)c([N+](=O)[O-])c2)OC1=O was read as TEAD-YAP block 5, GPR151 ag 0.3, FBW7 activator 0.1 and MITF inh 10.
For N#Cc1cc2cc3c(cc2nc1SCC(=O)N1CCc2ccccc21)OCO3 the results were TEAD-YAP block -3, GPR151 ag -0.1, FBW7 activator 0.0 and MITF inh 5.
Screening COc1ccccc1NC(=O)c1c(NCc2ccc(C)o2)sc2c1CCCCC2 returned TEAD-YAP block 9, GPR151 ag 0.1, FBW7 activator -0.1 and MITF inh 18.
